SNCA expr inhib – Primary qHTS assay for inhibitors of alpha-synuclein gene (SNCA) expression; HEK-293 SNCA-luciferase knock-in, luminescence, 24 h; Potency, µM (top dose mostly 57.2 µM), without a hit: at the highest dose activity change, negative = inhibition, usual class: inhibitors; hit rate 0.17% among 140,000; AID 1671194, 2021;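 further: potency means the concentration at half of the fitted maximal effect; plate controls were DMSO cells for no effect and cell-free wells for full effect; nearly all actives have a fitted effect of over 45% in size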
IP6K1 inh – Primary qHTS assay for small molecule inhibitors of Inositol hexaphosphate kinase 1 (IP6K1). IP6K1 kinase, ADP-Glo luminescence, 2 h; stronger effect = lower value. activity change, % (series mostly up to about 58 µM). hit rate 0.81% among 140,000. AID 1645851, 2021; in the data active means activity change below about -25%
Target sequence (Q92551 whole entry, looked up): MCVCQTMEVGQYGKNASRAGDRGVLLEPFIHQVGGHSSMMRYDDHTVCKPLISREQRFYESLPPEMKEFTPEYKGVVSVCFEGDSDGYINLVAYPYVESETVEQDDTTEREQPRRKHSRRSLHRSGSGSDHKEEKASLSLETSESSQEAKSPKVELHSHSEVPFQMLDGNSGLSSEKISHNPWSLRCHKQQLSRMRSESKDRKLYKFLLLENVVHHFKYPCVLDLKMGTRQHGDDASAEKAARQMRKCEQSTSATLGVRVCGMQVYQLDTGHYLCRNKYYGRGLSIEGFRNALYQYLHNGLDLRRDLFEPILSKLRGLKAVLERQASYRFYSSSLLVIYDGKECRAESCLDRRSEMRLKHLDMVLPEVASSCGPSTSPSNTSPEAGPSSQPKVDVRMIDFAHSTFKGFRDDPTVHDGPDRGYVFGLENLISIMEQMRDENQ
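ADP-Glo luminescence measures ADP made by human IP6K1 during a 2 h RT reaction with ATP/IP6 (mix at 1.3 mM/130 uM); top library doses 57.5 and 19.1 uM final.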
FLuc inh – Firefly luciferase inhibition profiling of diverse chemical library using quantitative high-throughput screening | Potency, µM (doses to about 115 µM), for inactives: top-dose activity change, negative = inhibition, hits mostly inhibitors | AID 1347043, 2019 | hit rate 2.5% among 76,000 | purified P. pyralis luciferase, luminescence, biochemical; further: potency means the concentration at half of the fitted maximal effect; nearly all actives have a fitted effect of over 65% in size
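Luminescence read by CCD imager after adding enzyme (10nM final) to wells holding compound, titrated in qHTS. Substrates 10uM each D-luciferin and ATP; buffer 50mM Tris acetate pH 7.5, 10mM Mg acetate, Tween-20, BSA.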
3T3 cytotox – Cytotoxic Profiling in NIH 3T3 Cell Line of Diverse Libraries Using Quantitative High-Throughput Screening; hit rate 4.3% among 94,000; Potency, µM (titrated, usually from 96.7 µM), for the others: at the top dose activity change, negative = cytotoxicity, most hits filed as inhibitors; NIH 3T3 viability, CellTiter-Glo ATP luminescence, 48-72 h; AID 1345082, 2018; further: potency means the concentration at half of the fitted maximal effect; nearly all actives have a fitted effect of over 55% in size
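Mouse fibroblast NIH 3T3 cells, 400 per well, received compound via pintool and were incubated for 48 or 72 hr prior to CellTiter-Glo ATP luminescence measurement.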
HEK293 viab – GF-AFC viability counterscreen for inhibitors of alpha-synuclein gene (SNCA) expression; hit rate 0.12% among 150,000; Potency, µM (top dose mostly 57.1 µM), inactives show top-dose activity change, negative = cytotoxicity, hits mostly cytotoxic; AID 1671193, 2021; HEK-293-SNCA-luc viability, GF-AFC fluorescence, 24 h;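 further: potency means the concentration at half of the fitted maximal effect; 0% = DMSO-treated cells and -100% = medium-only wells without cells; nearly all actives have a fitted effect of over 30% in size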
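Cytotoxicity counterscreen: after 24 h compound treatment of genome-edited SNCA-luciferase HEK-293 cells, live-cell protease substrate GF-AFC read by fluorescence after 30 min; activity scaled between DMSO (0%) and medium-only (-100%), curves Hill-fitted.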
HEK293 tox – Cytotoxic Profiling in HEK 293 Cell Line of Diverse Libraries Using Quantitative High-Throughput Screening. hit rate 6.6% among 94,000. Potency, µM (doses to about 115 µM), for inactives: at the highest dose activity change, negative = cytotoxicity, most hits filed as inhibitors. AID 1345083, 2018. HEK 293 viability, ATP luminescence (CellTiter-Glo), 48-72 h; further: potency means the concentration at half of the fitted maximal effect; nearly all actives have a fitted effect of over 60% in size
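ATP-coupled CellTiter-Glo luminescence served as viability read-out, recorded 10 min after reagent addition at room temperature. HEK 293 cells, 250 cells/well, had been incubated with pintool-transferred compound for 48 or 72 hr at 37 degree Celsius.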
GPT2 inh – Primary qHTS assay for inhibitors of Glutamate pyruvate transaminase 2 (GPT2). Alanine aminotransferase 2 (Homo sapiens), Q8TD30. Recombinant GPT2, coupled pyruvate oxidase/HRP Amplex Red fluorescence. Potency, µM (highest dose often 57.7 µM), for the others: at the top dose activity change, negative = inhibition, hits mostly inhibitors. hit rate 0.25% among 100,000. AID 1671188, 2021; further: potency means the concentration at half of the fitted maximal effect; nearly all actives have a fitted effect of over 60% in size; many of its hits are not listed in these tables
Target sequence (Q8TD30 whole entry, looked up): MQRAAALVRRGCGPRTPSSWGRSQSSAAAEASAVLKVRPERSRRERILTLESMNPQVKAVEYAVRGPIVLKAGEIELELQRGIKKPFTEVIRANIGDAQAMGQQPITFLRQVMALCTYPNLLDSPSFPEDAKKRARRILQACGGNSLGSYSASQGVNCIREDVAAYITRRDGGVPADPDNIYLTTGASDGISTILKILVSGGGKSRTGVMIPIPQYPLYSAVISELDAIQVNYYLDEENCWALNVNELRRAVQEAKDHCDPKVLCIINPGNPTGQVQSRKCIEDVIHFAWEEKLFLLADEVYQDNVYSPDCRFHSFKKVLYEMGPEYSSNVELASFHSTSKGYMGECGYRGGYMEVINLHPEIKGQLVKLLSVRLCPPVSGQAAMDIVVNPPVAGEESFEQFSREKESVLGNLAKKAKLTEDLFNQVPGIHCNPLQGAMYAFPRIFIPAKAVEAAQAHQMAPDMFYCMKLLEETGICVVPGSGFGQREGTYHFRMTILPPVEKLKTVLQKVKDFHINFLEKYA
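Fluorescence read-out: pyruvate from GPT2 turnover coupled to pyruvate oxidase, HRP and Amplex Red (0.2mM ThPP, 0.2U/mL PO and HRP, 50uM Amplex final). Substrates 250uM a-KG, 2mM L-alanine; enzyme 10ng/uL; 30 min RT.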
* = called active by the depositor; i = inactive; ? = inconclusive; / = no result given; [ ] = dose if it differs, or a comment. Unless noted, the call rests on the fitted dose curve; in most records, active means well fitted curve in the direction sought with a large enough effect; inconclusive means small, poorly fitted or top-dose-only effect, or another doubt; inactive means no such curve, though single readings can be large; an effect the other way counts as inactive or inconclusive. Unless noted, on the % scale 0 is the no-effect control and ±100 the full control effect.

canonical_smiles	IP6K1 inh	GPT2 inh	3T3 cytotox	HEK293 tox	FLuc inh	SNCA expr inhib	HEK293 viab
NC(=O)c1cc2c(nc1N1CCC3(CCCN(CC4CCC4)C3)C1)CCC2 (stereo not drawn)	20.5	1.2%[11.5 µM]	-9.7%	3.3%	10.1%	-12.6%	-5.1%
CN(Cc1ccccc1)C(=O)c1cccc2c1CCN2C(=O)Nc1ccccc1	-11.6	0.3%	?	?	0.794µM*	?	-29.3%
COC(=O)c1cc2occc2n1Cc1nc(-c2ccccc2)oc1C	0.9	/	/	/	/	15.7%	1.2%
COc1ccc(Cn2c3c(c(=O)n2Cc2ccccc2)CCN(C(=O)C2CCOCC2)C3)cc1	6.2	-10.1%	25.1µM*	i	-5.0%	30.0%[activator]	4.0%
O=C(Cc1c(F)cccc1Cl)NC1CCc2n[nH]c(=O)n2CC1 (stereo not drawn)	-12.3	i	-13.2%	-6.3%	3.7%	-15.2%	2.8%
Cc1nc2cccnc2n1CC1CCCN(C(=O)Nc2ccc3c(c2)OCCO3)C1 (stereo not drawn)	-3.8	i	-1.8%	?	-27.0%	113.9%[activator]	-12.2%
COc1ccc(OC)c(NC(=O)Cc2coc3ccc(C(C)C)cc23)c1	6.9	/	/	/	/	?	-5.5%
NC(=O)CSc1oc(-c2ccco2)nc1S(=O)(=O)c1ccc(Cl)cc1	-21.7	/	/	/	/	-22.6%	6.5%
Clc1cc(NC2CCOCC2)n2nccc2n1	20.4	i	?	?	-7.7%[172 µM]	47.5%[activator][87.6 µM]	8.5%[87.6 µM]
CC(C)CN(CCNC(=O)c1cn(C)c2ccc(S(=O)(=O)N3CCOCC3)cc2c1=O)CC(C)C	11.3	/	/	/	/	-23.5%	-9.8%
COc1ccccc1NC(=O)c1cc2c([nH]c1=O)CC(C)(C)CC2=O	-10.0	/	/	/	/	46.9%[activator]	9.1%
COc1ccc(-c2noc(-c3nc(-c4ccc(N(C)C)cc4)no3)n2)cc1OC	-16.5	i	i	2.2%	8.1%	3.0%	4.7%
COc1ccc(CNC(=O)Cc2csc3nc(-c4ccc(C)cc4)cn23)cc1	-11.0	/	/	/	/	41.9%[activator]	-9.0%
COc1ccc(-c2nc(Cn3c(SCc4cccc(C(F)(F)F)c4)nc4cccnc43)c(C)o2)cc1OC	28.9	/	/	/	/	?	?
CCCC(=O)NCCc1noc(-c2ccccc2)n1	7.9	i	2.2%	-1.9%	-4.1%	6.5%	-2.2%
O=c1ncn(CC2CC2)c2ccc(-c3ccc(Cl)cc3)nc12	1.7	-28.3%[88.5 µM]	?	-19.5%[172 µM]	-19.4%[172 µM]	137.5%[activator][87.6 µM]	7.0%[87.6 µM]
COc1ccc(CC(=O)N[C@H](C)c2c(-c3ccc(F)cc3)noc2C(=O)O)cc1	-6.0	i	-25.3%[138 µM]	-3.3%[172 µM]	3.8%[172 µM]	16.4%[87.6 µM]	16.2%[87.6 µM]
O=C(CN1CCCCCC1)N1C[C@@H](CO)[C@H](c2ccncc2)C1	-13.4	i	i	i	7.1%	8.2%	-11.2%
O=C(Cn1cccc1-c1nc(-c2ccccc2)no1)N1CCN(c2ccccc2F)CC1	5.9	i	-20.0%	?	-0.6%	3.6%	-3.5%
COc1ccc(Cl)cc1-c1ccc2c(c1)C(=O)N1CCN(C(=O)CSC)C[C@@H]1C(=O)N2	-8.9	-2.7%	-29.1%	?	-10.8%	-6.8%	-3.8%
CCOC(=O)C1(Cc2ccc(Cl)cc2)CCN(C(=O)c2cc(C)oc2C)CC1	1.9	i	25.1µM*	20µM*	-2.4%	-28.9%	?
COCC(=O)N[C@H]1C[C@@H](CO)N(Cc2cccs2)C1	4.7	i	-5.4%	-28.4%	7.2%	-7.4%	-8.0%
COCCOCC(=O)N1CCC(N2CC3CC(C2)[C@H]2CCCC(=O)N2C3)CC1 (stereo partly drawn)	4.3	i	i	-0.8%	8.8%	-28.4%	9.2%
CCCS(=O)(=O)N1CCCC(c2nc(C(C)C)no2)CCNC(=O)CC1 (stereo not drawn)	2.8	4.7%	1.9%	3.1%	6.2%	20.4%	0.9%
COc1ccc(-c2cc(N3CCCC(NC(=O)c4cc5ccccc5[nH]4)C3)n[nH]2)cc1 (stereo not drawn)	11.5	?	?	?	8.91µM*	-8.9%	?
COc1ccc(-c2cc(N3CCC(NC(=O)c4ccccc4Br)C3)n[nH]2)cc1 (stereo not drawn)	13.5	?	?	?	-20.2%	23.5%	-18.1%
Cc1ccc2oc(-c3cc(NC(=O)/C=C/c4ccco4)ccc3Cl)nc2c1	5.6	/	/	/	/	31.5%[activator]	-12.3%
O=C(NCc1nc(-c2cccc(F)c2)c(-c2ccccn2)[nH]1)C1CCOC1 (stereo not drawn)	-2.0	-0.6%	-13.1%	?	-6.0%	-26.7%	10.8%
CC1Oc2ccc(NC(=O)C3CCCC3)cc2CN(Cc2ccccc2Cl)C1=O (stereo not drawn)	-1.1	i	?	?	-6.7%	3.0%	5.2%
Cc1cccc(C)c1NC(=O)CCCn1c(=O)c2cccn2c2ccccc21	6.5	/	/	/	/	-0.5%	-2.0%

Profiles from above:
O=C(Cc1c(F)cccc1Cl)NC1CCc2n[nH]c(=O)n2CC1 (stereo not drawn) is entered as IP6K1 inh: -12.3; GPT2 inh: i; 3T3 cytotox: -13.2%; HEK293 tox: -6.3%; FLuc inh: 3.7%; SNCA expr inhib: -15.2%; HEK293 viab: 2.8%
CN(Cc1ccccc1)C(=O)c1cccc2c1CCN2C(=O)Nc1ccccc1 is entered as IP6K1 inh: -11.6; GPT2 inh: 0.3%; 3T3 cytotox: ?; HEK293 tox: ?; FLuc inh: 0.794µM*; SNCA expr inhib: ?; HEK293 viab: -29.3%

Next records:
canonical_smiles	IP6K1 inh	GPT2 inh	3T3 cytotox	HEK293 tox	FLuc inh	SNCA expr inhib	HEK293 viab
CN(C)C(C(=O)N1CCC(O)(c2ccccc2)CC1)c1cccc(F)c1 (stereo not drawn)	-9.1	i[11.5 µM]	-18.1%	-12.7%	-5.5%	14.3%	-7.4%
COc1cccc(C(=O)NC2CCN(C(=O)c3cc4c(=O)[nH]c(C)cn4n3)CC2)c1	-10.6	i	-7.7%	-6.5%	-7.8%	1.9%	-4.5%
Cc1noc(C)c1C(=O)N1Cc2ccccc2CC2(CCN(CC3CCNCC3)CC2)C1	0.4	i	3.6%	0.3%	/	-29.8%	0.1%
Oc1ccccc1CN1C[C@H](O)C[C@H]1c1nc(-c2ccncc2)no1	4.0	-1.7%[88.5 µM]	0.7%[174 µM]	3.7%[172 µM]	-1.4%[172 µM]	-1.5%[87.6 µM]	6.0%[87.6 µM]
CC#CCn1cc2c3c(cccc31)[C@H](CC(C)C)N[C@H](C(=O)NCCN(C)C)C2	-10.8	-27.6%[88.5 µM]	39.8µM*	28.2µM*	0.0%[172 µM]	-9.9%[87.6 µM]	-12.2%[87.6 µM]
Cc1noc(C)c1Cc1ccc(C(=O)N2CCC3(CC2)CC(Cc2ccc(F)cc2)CCO3)o1 (stereo not drawn)	5.9	i	?	28.2µM*	/	2.5%	-13.3%
CCOC(=O)C1=C(C)N=C2SC=C(CC(=O)N3CCOCC3)N2C1c1cccc([N+](=O)[O-])c1 (stereo not drawn)	7.0	3.0%	-3.1%	-14.2%	-3.2%	9.8%	-17.3%
CCOc1ccc(C(=O)NCCc2csc(-c3ccc(C(F)(F)F)cc3)n2)cc1OCC	-9.1	/	/	/	/	11.5%	11.7%
COc1ccc(NC(=O)CSc2nnc(NC(=O)Nc3ccccc3)s2)c(OC)c1	11.9	/	/	/	/	-6.4%	-1.6%
CCOc1ccc(NC(=O)c2ccc(CN3C(=O)C(C)=C(c4ccc(C)cc4)S3(=O)=O)cc2)cc1	26.3	/	/	/	/	-3.9%	1.5%
COCc1noc([C@@H]2CC(F)(F)CN2C(=O)C(C)C)n1	-2.7	i	-14.6%	-1.0%	-14.5%	-2.6%	?
CCOc1ccc(CN2CCc3nc(N(C)C)[nH]c(=O)c3CC2)cc1OC	10.4	i	i	7.7%	7.1%	30.7%	-8.6%
COc1ccc(CC(=O)NCc2ccc3c(c2)CCN3C(C)=O)cc1	30.8	/	/	/	/	38.7%[activator]	7.1%
Clc1cc(NC2CCCCC2)n2nccc2n1	15.6	i	?	?	-16.6%[172 µM]	3.4%[87.6 µM]	3.8%[87.6 µM]
CCN1CCN(CCCN2CC3(CCN(C(=O)C4CCOC4)CC3)OC2=O)CC1 (stereo not drawn)	7.8	3.2%	i	-33.4%	-0.9%	-6.5%	-4.7%
Cn1cnc(S(=O)(=O)N2CCCC(C(=O)NC3CCCCC3)CCNC(=O)CC2)c1 (stereo not drawn)	13.5	i	-17.5%	0.2%	-2.8%	-22.8%	-10.4%
O=C(CCC1CCCC1)NCc1nnc2cc(-c3nc(C4CC4)no3)ccn12	16.8	i	i	i	-4.9%	16.9%	-8.4%
CCc1cccc(CC)c1NC(=O)CCS(=O)(=O)c1ccc(Br)cc1	-3.1	/	/	/	/	-0.3%	-3.5%
O=C1CCC(C(=O)NC(CCn2cncn2)c2ccccc2)=NN1 (stereo not drawn)	1.1	?	i	3.9%	1.3%	-0.2%	-10.4%
COCCNC(=O)[C@@H]1C[C@H](Oc2ccccc2)CN1C(=O)c1cnccn1	-2.7	-7.5%	2.1%	2.7%	2.2%	1.1%	-1.2%
CN(C)C(=O)c1ccnc(-c2nnc3ccc(Nc4ccc(F)c(Cl)c4)nn23)c1	-5.1	3.7%[88.5 µM]	?	-22.0%[172 µM]	2.4%[172 µM]	?	6.1%[87.6 µM]
O=c1cc(N2CCOCC2)oc2c(Nc3ccccn3)nccc12	-3.9	-1.2%[88.5 µM]	?	-20.6%[172 µM]	-20.0%[172 µM]	-2.2%[87.6 µM]	5.5%[87.6 µM]
O=C(c1ccccc1Cl)N1c2ncnn2C2(CCCCC2)[C@@H]2CCCC[C@@H]21	-23.8	/	/	/	/	-7.0%	10.3%

Some of the compounds tested (hit frequency here may not be typical).
